PKM2 activator – PKM2 (human) enzyme activation; actives 0.34% (n = 260,000); Potency, µM (doses to about 57.5 µM), for inactives: at the highest dose activation, most hits filed as activators; P14618; purified PKM2, Kinase-Glo ATP luminescence, activation; response scale: 0% is enzyme alone, no compound; note: potency is the fitted concentration of half-maximal effect; % is set by controls: 0 for no effect and ±100 for the full control effect; nearly all actives have a fitted effect of over 55% in size
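Purified hPK-M2 (>95%) run at intermediate activity with 0.1 mM ADP and 0.5 mM PEP in 50 mM imidazole pH 7.2, KCl, MgCl2; 1 h room temperature. ATP formed read by Kinase-Glo luminescence; normalized to uninhibited and no-enzyme controls.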
GALK inhibitor – blocks human galactokinase activity | AID 1868 | P51570 | Purified GALK, Kinase-Glo residual ATP luminescence | actives 0.007% (n = 270,000) | Potency, µM (doses to about 57.5 µM), for the others: top-dose activity change, negative = inhibition, actives largely listed as inhibitors; note: potency is the fitted concentration of half-maximal effect; % is set by controls: 0 for no effect and ±100 for the full control effect
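Quantitative HTS: GALK 5 nM, ATP 35 uM, galactose 100 uM, 1 h room temperature, then luciferase-based ATP detection.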
Giardia killer – kills Giardia lamblia; Giardia lamblia trophozoite viability; activity change, % at 7.66 µM, hits read low; actives 0.15% (n = 340,000); in the data active = activity change below about -80%; inconclusive = between about -30% and that limit;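 note: parasites exposed to compound for two days anaerobically before the ATP read; % is set by controls: 0 for no effect and ±100 for the full control effect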
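Compounds were tested on trophozoites seeded at 100 cells/well and held 48 hrs at 37 deg C anaerobically. An ATP-based luminescent kit measured the remaining live cells.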
Coupling enz – coupling enzyme interference in Giardia aldolase counter-screen. activity change, negative = inhibition, % at 58.2 µM, hits read low. AID 2472. actives 0.67% (n = 290,000). coupling enzyme system counterscreen, AmpLite Red fluorescence; in the data active = activity change below about -30%; note: % is set by controls: 0 for no effect and ±100 for the full control effect
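Coupling enzymes only (glyceraldehyde-3-phosphate) + compound, at 57.5 uM final, 10 min RT; add substrate/coupling/AmpLite Red mix, 20 min RT; fluorescence ex 525/em 598 nm. Actives flag coupling-system interference.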
Integrin act MD – activates integrin-mediated alleviation for muscular dystrophy; alpha7betagal myoblasts, beta-gal FDG fluorescence, 48 h; Potency, µM (doses to about 38.3 µM), for the others: top-dose activation, most hits filed as activators; actives 0.064% (n = 350,000); AID 624291;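 note: potency is the fitted concentration of half-maximal effect; 100% = response of the positive control SU9516; nearly all actives have a fitted effect of over 60% in size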
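Alpha7betagal+/- myoblasts (passage 13) were plated 16-24 hr, then exposed to compounds (1:260 dilution of DMSO stock) for 48 hours at 37C. After MPER lysis, β-galactosidase reporter activity was read as FDG fluorescence (ex 480/em 540) after 30 minutes.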
S-ASM inh – inhibitors of human secretory acid sphingomyelinase | P17405 | placental ASM, HMU-PC fluorogenic substrate, 60 min | Potency, µM (titrated, usually from 57.5 µM), for inactives: top-dose activity change, negative = inhibition, most hits filed as inhibitors | actives 0.006% (n = 340,000) | AID 504937; note: potency is the fitted concentration of half-maximal effect
Target sequence (P17405 47-631 limits assumed): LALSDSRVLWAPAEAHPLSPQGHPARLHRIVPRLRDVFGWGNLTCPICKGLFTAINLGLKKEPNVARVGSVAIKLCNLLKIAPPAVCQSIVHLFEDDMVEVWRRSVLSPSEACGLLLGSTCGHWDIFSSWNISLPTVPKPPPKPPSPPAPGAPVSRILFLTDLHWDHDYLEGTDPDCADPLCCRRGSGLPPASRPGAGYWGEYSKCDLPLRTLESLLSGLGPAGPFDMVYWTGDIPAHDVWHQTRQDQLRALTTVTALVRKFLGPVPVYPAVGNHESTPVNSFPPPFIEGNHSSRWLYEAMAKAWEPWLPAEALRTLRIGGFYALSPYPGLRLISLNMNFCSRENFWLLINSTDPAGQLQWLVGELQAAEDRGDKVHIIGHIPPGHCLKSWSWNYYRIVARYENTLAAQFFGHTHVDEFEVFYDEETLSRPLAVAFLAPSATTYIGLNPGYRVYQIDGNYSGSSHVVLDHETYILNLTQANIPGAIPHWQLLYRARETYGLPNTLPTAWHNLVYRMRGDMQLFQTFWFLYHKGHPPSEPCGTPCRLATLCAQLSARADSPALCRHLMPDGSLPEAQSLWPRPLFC
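Human placenta-derived ASM enzyme was preincubated with compound for 10 minutes at room temperature, then given fluorogenic substrate HMU-PC0 (9 uM final) for 60 minutes at 37 °C; a pH 10 stop preceded fluorescence reading at Ex 386/Em 447 nm.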
Tb PFK block – inhibitors of T. brucei phosphofructokinase. actives 0.17% (n = 330,000). T. brucei PFK, ADP-Glo luminescence. O15648. Potency, µM (series often up to 57.5 µM), for inactives: top-dose activity, negative = inhibition, hits mostly inhibitors;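 note: potency is the fitted concentration of half-maximal effect; 0% = uninhibited 1x PFK enzyme wells and -100% = no-enzyme wells; nearly all actives have a fitted effect of over 60% in size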
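ADP-Glo luminescence quantified ADP after 45 min at room temperature, with 1.25 nM T. brucei PFK, 0.1 mM ATP and 0.5 mM fructose-6-phosphate in pH 8.0 TEA buffer. qHTS titrations up to 57 µM; curves classified by quality.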
Menin-MLL TR inh – menin-MLL binding inhibition, Texas Red mutant peptide. actives 0.23% (n = 270,000). Potency, µM (highest dose often 61.6 µM), for inactives: at the top dose FP activity change, negative = inhibition, hits mostly inhibitors. O00255. Menin + Texas Red MLL mutant peptide, fluorescence polarization. AID 1768; active = well fitted inhibition curve with a large enough effect in the polarisation, with a control signal flat, not every such curve was filed as active; inconclusive = small, poorly fitted or top-dose-only effect, or effect the other way, or a change in a side signal; inactive = no such curve, though single readings can be large or run the other way; the % refers to the polarisation; note: potency is the fitted concentration of half-maximal effect; % of control where 0% means no effect; many of its hits are not listed in these tables
BCR signal inh – inhibitors of chronic active B-cell receptor signaling; actives 0.05% (n = 340,000); AID 493014; Potency, µM (top dose mostly 46.1 µM), without a hit: top-dose ratio change, negative = lower green/red ratio, usual class: inhibitors; ABC-DLBCL IkBa-CBG/CBR reporter, luminescence ratio, 4 h; active = well fitted inhibition curve with a large enough effect in the signal ratio, with a control signal flat, not every such curve was filed as active; inconclusive = small, poorly fitted or top-dose-only effect, or effect the other way, or a change in a side signal; the % refers to the signal ratio;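 note: potency is the fitted concentration of half-maximal effect; plate controls were basal doxycycline-induced cells for no effect and cells given 10 µM MG132 for full effect; MG132 reads +100%, hits lower the ratio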
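TMD8 human ABC-DLBCL cells with doxycycline-inducible IκBα–green luciferase fusion and unfused red luciferase, in 0.5% FBS medium; compounds up to 46 uM, 4 h at 37C. Green/red luminescence ratio, filter-overlap corrected, fitted to concentration-response curves.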
B2AR arrestin – recruits beta-arrestin to the human beta2-adrenergic receptor. Potency, µM (doses to about 46.1 µM), for inactives: top-dose activation, hits mostly activators. P07550. beta-arrestin recruitment to beta2AR, cell-based reporter. actives 0.02% (n = 330,000);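 note: potency is the fitted concentration of half-maximal effect; 0% = DMSO controls and full agonism = EC100 isoproterenol or metaproterenol; nearly all actives have a fitted effect of over 65% in size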
PTAP TSG101 blk – blocks PTAP/TSG101 interaction to inhibit HIV-1 budding; Fluorescence polarization, FITC-PTAP peptide / Tsg101 binding; Potency, µM (titrated, usually from 115 µM), without a hit: at the top dose activity change, negative = inhibition, hits mostly inhibitors; 340,000 tested, under 10 active; AID 493005; active = well fitted inhibition curve with a large enough effect in the main read-out, with a control signal flat, not every such curve was filed as active; inconclusive = small, poorly fitted or top-dose-only effect, or effect the other way, or a change in a side signal; inactive = no such curve, though single readings can be large or run the other way; note: potency is the fitted concentration of half-maximal effect; % of control where 0% means no effect
Target sequence (Q99816 whole entry, looked up): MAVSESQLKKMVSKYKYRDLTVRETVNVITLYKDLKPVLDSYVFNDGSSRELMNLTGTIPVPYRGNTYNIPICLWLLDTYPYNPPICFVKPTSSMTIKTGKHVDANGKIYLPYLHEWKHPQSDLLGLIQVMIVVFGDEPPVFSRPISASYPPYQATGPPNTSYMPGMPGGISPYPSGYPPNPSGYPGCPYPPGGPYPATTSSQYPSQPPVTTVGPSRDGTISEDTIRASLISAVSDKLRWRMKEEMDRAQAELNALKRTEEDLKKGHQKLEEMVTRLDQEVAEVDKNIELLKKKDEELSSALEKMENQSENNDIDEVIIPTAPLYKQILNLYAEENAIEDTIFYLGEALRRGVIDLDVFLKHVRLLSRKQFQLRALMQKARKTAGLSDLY
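Tsg101 binding domain (10 uM final) was mixed with compound and a FITC-labeled PTAP peptide (50 nM final) in HEPES pH 7.5 buffer with NaCl, Tween 20, EDTA and TCEP; fluorescence polarization was read after 20 min at r.t.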
* marks the source's active call; other numbers are inactive results; ? = inconclusive; / = no result given; & = joins results of further samples; [ ] = dose if it differs, or a comment. Unless noted, calls come from the whole dose curve; as a rule, active = well fitted curve in the direction sought with a large enough effect; inconclusive = small, poorly fitted or top-dose-only effect, or another doubt; inactive = no such curve, though single readings can be large; an effect the other way counts as inactive or inconclusive.

Below each SMILES: PKM2 activator, GALK inhibitor, Giardia killer, Coupling enz, Integrin act MD, S-ASM inh, Tb PFK block, Menin-MLL TR inh, BCR signal inh, B2AR arrestin, PTAP TSG101 blk
1	COc1cc(C2NC(=O)NC3=C2C(=O)OC3)cc(OC)c1OC (stereo unspecified)
 : -6%, 4%, ?, 1, -19%, 10%, -5%, /, 6%, 0.3%, -2%
2	COc1ccc2cc(S(=O)(=O)c3ccccc3)c(=O)oc2c1
 : 5µM*, 4%, 15, -3, 4%, 309%[activator], 0%, /, 0%, -0.8%, 0%
3	COc1ccc(NC(=O)Nc2nnc(Cc3ccc(OC)c(OC)c3)s2)cc1
 : 3%, 0%, -4, -2, -8%, 4%, -18%, 4%, 6%, -0.4%, 3%
4	Cc1ccc2nc(-c3ccc(NC(=O)CN4CCN(c5ccccn5)CC4)cc3)sc2c1
 : 1%, 4%, -19, 2, 16%, 30%, 0%, /, ?, 3.1%, 0%
5	CN(C)/C=C1\C(=O)N(C)N=C1C(F)(F)F
 : 2%, 1%, -3, -1, -24%, 5%, -3%, 1%, ?, 0.2%, -8%
6	O=c1cc(C(F)(F)F)nc(SC/C=C/c2ccccc2)[nH]1
 : /, -2%, 7, 2, -15%, -19%, -2%, ?, 1%, 0.1%, -15%
7	Cc1nn(-c2ccccc2)c(N2CCCC2)c1/C=C1\N=C(c2ccccc2)OC1=O
 : 3%, 4%, -17, -1, 6%, 3%, 0%, -18%, -4%, -2.0%, ?
8	CC(NCCC1(Cc2ccccc2Cl)CCOC(C)(C)C1)c1cccs1 (stereo unspecified)
 : -15%, 5%, 8, 1, -70%[inhibitor], -2%, 0%, /, ?, 0.1%, 1%
9	CSc1ccccc1OCc1cc(C(=O)NCCc2nc(C)cc(C)n2)no1
 : -2%, /, 29, 0, 40%, 0%, -2%, 0%, -9%, -0.4%, -6%
10	CCCCn1c(N)c(N(CC(C)C)C(=O)C2CC(=O)N(c3ccccc3C(C)CC)C2)c(=O)[nH]c1=O (stereo unspecified)
 : /, /, -23, /, -18%, 12%, -9%, /, -2%, -0.1%, -5%
11	Cc1cccc(NC(=O)Cn2cc(C=O)c3ccccc32)c1
 : /, -3%, ?, 0, -13%, 3%, 5%, -5%, -2%, 0.0%, -4%
12	CN(C)S(=O)(=O)c1cc(NC(=O)CN2CCN(c3ccccc3F)CC2)ccc1Cl
 : -1%, -2%, 2, 0, -37%, -2%, 3%, 2%, 0%, 0.4%, 1%
13	O=C(CN1C(=O)COc2ccc(S(=O)(=O)N3CCCCC3)cc21)NCc1ccc(F)cc1
 : /, 8%, 10, 1, 7%, 1%, 5%, 5%, 11%&4%, 0.8%, -2%
14	COc1ccc(NC2CC(=O)NC2=O)cc1 (stereo unspecified)
 : 0%, -4%, -2, -1, 2%, 0%, -15%, /, ?, -0.4%, -3%
15	COc1ccc(CCCC(=O)N/N=C/c2ccccc2OC)cc1
 : 3%, 0%, -11, -30, 23%, -14%, 1%, ?, ?, -0.4%, -7%
16	Cc1ccc(N(C(C)C(=O)N2CCCC2)S(C)(=O)=O)cc1 (stereo unspecified)
 : -2%, 6%, 5, 0, 10%, 4%, 1%, -2%, ?, -0.2%, -5%
17	O=C(COc1ncnc2c(Cl)cc(Cl)cc12)NC1CCCCCC1
 : 1%, 0%, 48[activator], -1, ?, 0%, -2%, 8%, 6%, 0.2%, 1%
18	Clc1cccc(CN2CCc3c([nH]c4ccccc34)C2)c1
 : -10%, 4%, -24, -6, -45%, 12%, -18%, ?, ?, 0.1%, -7%
19	O=C(CSC1=NS(=O)(=O)c2cc(F)ccc2N1)Nc1ccccc1
 : /, /, 1, /, 9%, /, 0%, /, ?, -0.5%, -3%
20	COc1cc(/C=N/Nc2ccnc(=O)[nH]2)ccc1O
 : /, 4%, -11, -1, 18%, 1%, -1%, 2%, -10%, 0.3%, 2%
21	O=C(O)c1cc(Cl)ccc1-c1ccc(/C=C/c2cc(C(F)(F)F)[nH]c(=O)n2)o1
 : 8%, -1%, -4, 6, 0%, /, ?, 7%, 7%, 0.1%, ?
22	CCN(CC(=O)O)S(=O)(=O)c1cc(Cl)ccc1Cl
 : -1%, 1%, -9, 5, 6%, -1%, 0%, 14%, -7%, -0.9%, -3%
23	COc1ccc(C2N(S(=O)(=O)c3ccccc3)CCN2S(=O)(=O)c2ccc(C)cc2)cc1 (stereo unspecified)
 : -7%, -1%, 17, -4, -10%, -2%, -6%, 2%, 14%, 0.1%, 0%
24	CCN(Cc1ccccc1)C(=O)COC(=O)c1n[nH]c2ccccc12
 : -1%, 1%, -3, -1, 15%, -1%, -1%, 0%, ?, -0.1%, -5%
25	CCn1c(CNC(=O)Cc2ccc(OC)cc2)nnc1SCC(=O)c1ccccc1
 : 0%, 0%, -3, 4, 5%, 2%, 1%, -7%, -23%, 0.2%, 0%
26	CC(C)C[C@H]1CN=C(Nc2ccccc2)N1CC1CCCCCC1
 : /, /, -28, /, -35%, 0%, 12%, /, -13%, 0.0%, -2%
27	CCOc1ccc(C2C(C(=O)c3ccco3)=C(O)C(=O)N2CCN2CCOCC2)cc1 (stereo unspecified)
 : /, 0%, 5, 3, 4%, -1%, 1%, -1%, -4%, -0.1%, -5%
28	Cc1ccc(CNC(=O)C2CC3Cn4c(nc5cc(C)c(C)cc54)C3N2C)o1 (stereo unspecified)
 : 4%, 4%, 39[activator], 2, -33%, 4%, -8%, /, 2%, -1.0%, 1%
29	O=C(Nc1ccccc1N1CCCC1)c1ccc(Cl)cc1Cl
 : -1%, 7%, -19, 2, 0%, -2%, -2%, -7%, 12%, 0.1%, -1%
30	COc1ccc2c(c1)C(C1C(=O)CCCC1=O)c1ccccc1O2 (stereo unspecified)
 : -1%, -2%, -22, 5, 11%, 1%, 7%, -3%, 10%, -0.4%, -8%

Quoted at random: 2 entries already listed
Below each SMILES: PKM2 activator, GALK inhibitor, Giardia killer, Coupling enz, Integrin act MD, S-ASM inh, Tb PFK block, Menin-MLL TR inh, BCR signal inh, B2AR arrestin, PTAP TSG101 blk
26	CC(C)C[C@H]1CN=C(Nc2ccccc2)N1CC1CCCCCC1
 : /, /, -28, /, -35%, 0%, 12%, /, -13%, 0.0%, -2%
21	O=C(O)c1cc(Cl)ccc1-c1ccc(/C=C/c2cc(C(F)(F)F)[nH]c(=O)n2)o1
 : 8%, -1%, -4, 6, 0%, /, ?, 7%, 7%, 0.1%, ?

Remaining list, next part.
Below each SMILES: PKM2 activator, GALK inhibitor, Giardia killer, Coupling enz, Integrin act MD, S-ASM inh, Tb PFK block, Menin-MLL TR inh, BCR signal inh, B2AR arrestin, PTAP TSG101 blk
31	CCOC(=O)c1c(C)c(C(=O)NCc2cccs2)c(C)n1C
 : -3%, -2%, 4, 4, 14%, 4%, 4%, -6%, 2%, -1.0%, -5%
32	CC(=O)Nc1ccc(-c2csc(NC(C)c3ccccc3)n2)cc1 (stereo unspecified)
 : -7%, 11%, -10, -1, 17%, -1%, -18%, ?, -25%, -0.1%, -4%
33	CCOc1ccc(NC(=O)CN(C)C(=O)Cc2c[nH]c3ccccc23)cc1OCC
 : /, /, -4, /, -13%, /, 3%, /, -1%, -0.3%, 0%
34	Cc1cccnc1NC(=O)Cn1nc([N+](=O)[O-])cc1C
 : 9%, 1%, -5, 3, -14%, 0%, -11%, ?, -2%, -0.8%, -5%
35	COc1ccc(CN2CCC(CNS(=O)(=O)c3cccc(C(F)(F)F)c3)CC2)cc1
 : -6%, -1%, 8, 0, ?, 1%, 4%, -10%, ?, -0.4%, -2%
36	NC(=O)C1CCN(C(c2ccccc2Cl)c2nnnn2Cc2ccc3c(c2)OCO3)CC1 (stereo unspecified)
 : 1%, 0%, 4, 1, -34%, 1%, 0%, 5%, 1%, -0.1%, 0%
37	CN(C)/C=N/c1nc(Sc2ccc(C(F)(F)F)cc2[N+](=O)[O-])n[nH]1
 : -1%, -2%, 2, -2, ?, 1%, 3%, /, 0%, -0.4%, -6%
38	O=C(CSc1nnc(-c2ccco2)n1-c1ccccc1)NCc1ccco1
 : -6%, -2%, -18, /, -15%, 4%, 2%, 1%, -12%, -0.2%, -10%

Compound activity: PubChem, National Center for Advancing Translational Sciences (NCATS)

A portion of the library, so the mix of outcomes need not match the whole.
